Source: PubChem (Broad Institute)
FN deposit inh: fibronectin deposition inhibition; AH1F fibroblasts, Alexa488-fibronectin deposition fluorescence, overnight; 0.086% of 350,000 active; AID 743247; inhibition, % at 12.6 µM;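 active = mean inhibition across replicates of 30% or more, regardless of how many single replicates reach that level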;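 note: positive control wells lacked labelled fibronectin entirely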
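Material: AH1F fibroblast monolayer depositing Alexa488-labelled fibronectin into matrix | Input: 10000 AH1F cells/well | Medium: DMEM plus 2% serum, read in PBS | Reagent: Alexa488-fibronectin, 24 nM final in well | Compound dosing: One dose per compound, pinned | Schedule: 1 h adhesion, overnight exposure | Measured by: Fluorescence at 485 nm excitation, 525 nm emission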
RAD52 anneal inh: RAD52 (human) annealing inhibition. P43351. recombinant RAD52 DNA annealing, FRET fluorescence. inhibition, % at 18.7 µM. 0.46% of 360,000 active;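 active = every replicate showing at least 50% inhibition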
Xi reactivation: X-chromosome reactivation activator; XiGFP mouse fibroblasts, % GFP-positive cells imaging, 3 d; cells co-treated with 5-aza-dC sensitizer; scaled so ellipticine positive control = 100%; activation, % at 7.58 µM; 0.055% of 360,000 active; AID 743238;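 active = mean normalized replicate activation at least 10% and every replicate at or above 10%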;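 note: 0% = median of on-plate neutral control wells and 100% = ellipticine 6 µM median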
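Material: XiGFP fibroblasts, SV40-immortalized. Buffer or medium: DMEM plus 5-aza-dC sensitizer. Compound: single concentration per compound, delivered by pin transfer. Times: 3 days compound exposure. Controls: ellipticine 6 µM.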
RAD54 branch: blocks human RAD54 Holliday junction branch migration | Q92698 | FAM/BHQ fluorescence | inhibition, % at 10.4 µM | 0.14% of 360,000 active;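 active = mean normalized replicate activity at least 40 and at least half of replicates scoring 40 or more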;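 note: 0% = median of neutral control wells and 100% = median of positive control wells; inhibitors cause a drop in the FAM fluorescence signal; in these data hits start at about 50%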
E-sel inducer: induces E-selectin expression in human endothelial cells | P16581 | HUVEC E-selectin immunofluorescence imaging; normalized: neutral wells 0, TNF-alpha wells 100 | activation, % at 7.58 µM | 0.37% of 260,000 active;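 active = mean E-selectin-positive cell signal at least 10% of the positive control, reached in at least 60% of replicates, without over 20% cell loss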;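 note: in these data hits start at about 27%; measured in HUVEC primary endothelial cells; signal is the percent of cells scored E-selectin positive by PE staining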
Target sequence (P16581 whole entry, looked up): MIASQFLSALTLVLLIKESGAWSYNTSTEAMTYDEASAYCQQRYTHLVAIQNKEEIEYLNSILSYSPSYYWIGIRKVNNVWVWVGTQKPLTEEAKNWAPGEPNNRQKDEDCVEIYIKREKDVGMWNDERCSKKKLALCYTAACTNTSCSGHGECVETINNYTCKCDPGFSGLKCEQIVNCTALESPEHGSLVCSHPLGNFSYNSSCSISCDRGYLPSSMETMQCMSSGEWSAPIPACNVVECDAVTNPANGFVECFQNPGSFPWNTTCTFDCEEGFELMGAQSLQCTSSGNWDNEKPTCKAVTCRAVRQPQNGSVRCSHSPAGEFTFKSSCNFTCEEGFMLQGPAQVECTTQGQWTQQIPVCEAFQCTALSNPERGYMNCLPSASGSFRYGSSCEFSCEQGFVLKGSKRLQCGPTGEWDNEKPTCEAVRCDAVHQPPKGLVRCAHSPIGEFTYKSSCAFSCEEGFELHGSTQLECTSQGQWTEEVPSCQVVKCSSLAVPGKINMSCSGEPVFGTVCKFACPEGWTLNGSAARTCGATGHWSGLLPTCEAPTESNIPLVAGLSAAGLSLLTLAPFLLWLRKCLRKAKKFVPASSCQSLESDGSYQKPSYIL
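System: HUVEC, human umbilical vein endothelial cells; quantity: 3,000 cells/well; buffer or medium: EGM-2 medium, gelatin-coated wells; dosing: single-point compound dose; detection: immunofluorescence imaging; evaluation: % PE-positive cells; benchmarks: TNF-alpha, DMSO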
esBAF inh: blocks esBAF chromatin remodeling in mouse ES cells; reporter increase, % at 12.5 µM; Bmi1-luciferase knock-in reporter, 24 h; 100% = twice the neutral-well signal; 2% of 350,000 active; in the data active = activation above about 40%;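 note: 0% = median of the plate's neutral control wells and 100% = double that signal; a rise in the Bmi1 reporter signal indicates esBAF inhibition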
S100A4 MyoIIA: blocks human S100A4 binding to myosin IIA peptide; 0.14% of 360,000 active; P26447; inhibition, % at 10.7 µM; S100A4/TAMRA-MyoIIA peptide fluorescence polarization;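 active = mean inhibition of at least 70% across replicates, with every replicate also reaching that level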
Target sequence (P26447 whole entry, looked up): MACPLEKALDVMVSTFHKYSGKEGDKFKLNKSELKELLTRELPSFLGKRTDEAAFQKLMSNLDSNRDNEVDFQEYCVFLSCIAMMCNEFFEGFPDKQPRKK
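Material: human S100A4 monomer with TAMRA-labelled myosin IIA peptide; buffer or medium: HEPES pH 7.2 with CaCl2, KCl, NaCl, DTT, Triton; compound dosing: one concentration per compound; schedule: 5 min incubation before reading; benchmarks: neutral control DMSO, positive control TFP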
EWS-Fli block: blocks EWS/Fli oncoprotein-driven transcription | A673 NR0B1-luciferase reporter, viability-normalised | inhibition, % at 12.6 µM | 0.67% of 350,000 active;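 active = mean inhibition of at least 50% after viability correction, with every replicate also passing that limit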;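 note: firefly luciferase signal divided by Alamar Blue viability fluorescence both relative to DMSO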
* hit, by the source's call; x = no result given.

SMILES	FN deposit inh	RAD52 anneal inh	Xi reactivation	RAD54 branch	E-sel inducer	esBAF inh	S100A4 MyoIIA	EWS-Fli block
CC1C(=O)N(Cc2cn(CC3CCCCC3)nn2)CCS(=O)(=O)N1Cc1ccc(-c2ccc(Cl)c(Cl)c2)cc1 (configuration not stated)	0	-14	0.0	x	-0.8	3	2	-2
O=C(Nc1cccc(-n2cnnn2)c1)c1cnccc1Cl	10	-15	0.2	0	x	-5	-5	-6
COc1ccccc1NC(=O)CSc1nnc(-c2ccc(C)cc2)o1	1	x	x	-2	-0.8	-13	x	x
CC1=C(C(=O)N2CCOCC2)C(c2c(C)cc(C)cc2C)NC(=S)N1 (configuration not stated)	x	-5	0.1	3	x	5	-8	4
O=C(COc1ccc(C(=O)c2ccccc2)cc1)Nc1ncccc1O	4	-18	0.2	9	x	x	-3	17
CCC(C)Nc1nc(Cl)nc(NCCOc2ccccc2)n1 (configuration not stated)	-10	-25	0.0	-3	x	19	7	-5
COc1cccc(C(=O)Nc2nc(-c3ccncc3)cs2)c1	x	-10	0.1	x	x	x	-2	-24
O=C(NCc1ccco1)C1CCCN1C(=O)Nc1ccccc1[N+](=O)[O-] (configuration not stated)	-5	1	0.1	1	x	1	2	-22
O=C1c2ccccc2C(Nc2ccccc2)N1Cc1ccc2c(c1)OCO2 (configuration not stated)	2	-7	-0.1	x	x	-2	34	-8
COc1ncccc1-c1nnn(-c2ccccc2Br)n1	-8	-4	-0.1	10	0.0	22	-1	-48
COc1ccc(CCCNC(=O)C2Cc3c(-c4cccc(C(N)=O)c4)ccnc3O2)cc1 (configuration not stated)	2	-10	0.0	-8	0.8	-4	-1	11
CN(C)N1C(=O)CC(N2CCCC2)C1=O (configuration not stated)	8	-15	0.0	x	0.3	-2	-2	3
Brc1ccccc1-c1ccccc1	x	-13	x	-2	x	-7	19	2
CCCNS(=O)(=O)c1ccc(OCC(=O)N2CCN(c3ccccc3)CC2)cc1	0	-5	0.0	x	x	x	-3	3
CS(=O)(=O)Nc1cccc(NC(=O)C2Cc3c(-c4ccco4)ccnc3O2)c1 (configuration not stated)	2	-77	-0.1	0	x	-7	4	17
COc1ccc(S(=O)(=O)Nc2ccc3c(c2)C(=O)N([C@H](C)CO)C[C@H](C)[C@@H](CN(C)Cc2ccc(C(F)(F)F)cc2)OCCCC[C@@H](C)O3)cc1	-11	22	0.1	-3	0.2	6	22	5
COc1ccccc1Oc1nc([N+](=O)[O-])nn1CC(N)=O	5	-1	-0.1	-2	2.3	6	0	4
CC(=O)c1cccc(NS(=O)(=O)c2csc(C(N)=O)c2)c1	1	0	0.1	3	-1.6	2	-2	-3
CC(C)NC(=O)N(C)C[C@H]1Oc2ccc(NC(=O)Nc3ccccc3)cc2CC(=O)N([C@H](C)CO)C[C@H]1C	x	-13	0.5	-7	x	1	-12	-2
CC1NC(=O)c2ccccc2-n2c1nc1ccc(F)cc1c2=O (configuration not stated)	11	-12	0.0	7	-1.6	2	-3	-7
O=C(Nc1ncc2c(n1)CC(c1ccccc1)CC2=O)c1ccco1 (configuration not stated)	x	-8	x	5	x	-1	-3	4
COc1ccc([Si](C)(C)[C@@H]2[C@@H](CCn3cc([C@H](O)c4ccccc4)nn3)O[C@]3(C(=O)N(C)c4ccccc43)[C@H]2C)cc1	x	-2	x	-6	x	x	-3	-2
COC(=O)c1cc(C)ccc1/C=C1/Cc2c(C)cc(C)cc2C1=O	x	-32	0.0	x	0.5	x	-3	-1
CCOC(=O)CN(c1ccccn1)S(=O)(=O)c1ccc(OC)cc1	4	-12	0.1	x	x	1	1	7
CC(C)C#Cc1cnc2c(c1)C(=O)N([C@@H](C)CO)C[C@H](C)[C@@H](CN(C)C(=O)C1CCC1)O2	-1	-4	0.1	1	-0.2	-1	2	8
C[C@H](CO)N1C[C@H](C)[C@@H](CN(C)CC2CCCCC2)OCCCC[C@H](C)Oc2ccc(N(C)C)cc2C1=O	x	-49	0.7	-39	-0.1	-4	-3	-3
C[C@@H]1CCCCO[C@H](CN(C)Cc2ccc(C(F)(F)F)cc2)[C@H](C)CN([C@H](C)CO)C(=O)c2cc(N(C)C)ccc2O1	x	-3	-1.1	2	0.1	5	17	11
O=C1Nc2ccccc2-n2nnnc2C1N1CCCN(Cc2ccc(F)cc2)CC1 (configuration not stated)	-1	7	0.3	x	-2.6	x	-4	-2
O=C(c1cccs1)N1C[C@H](n2cc(-c3ccc(F)cc3)nn2)[C@@H](O)C[C@@H]1c1ccc(Cl)cc1	-2	-11	0.1	-7	x	-8	0	10
C=C1c2cc(CC)ccc2NC(=O)N1c1ccc(C)cc1	1	-18	0.9	-14	x	19	3	-24
NS(=O)(=O)c1ccc(CNC(=O)Cn2nc(C(F)F)cc2C(F)F)cc1	0	6	-0.1	-10	x	-10	2	-5
O=C(C[C@H]1C=C[C@@H](NC(=O)Nc2cc(F)ccc2F)[C@H](CO)O1)NCc1ccccn1	x	2	1.3	-1	0.1	-10	62	5
CCOc1ccc(N2C(=O)CC(Cc3ccc(Br)cc3)C2=O)cc1 (configuration not stated)	6	-20	-0.1	-12	x	5	-11	9
Cc1noc(C)c1S(=O)(=O)Nc1ccc2c(c1)C(=O)N([C@H](C)CO)C[C@H](C)[C@H](CN(C)C(=O)Nc1ccccc1)OCCCC[C@H](C)O2	-7	19	0.1	-5	-0.1	0	-16	-1
Cc1cccc(OCC(=O)N(Cc2ccc(C)o2)C2CCS(=O)(=O)C2)c1 (configuration not stated)	-2	-6	0.1	-4	x	-3	3	0
COc1cccc(C#Cc2cnc3c(c2)C(=O)N([C@H](C)CO)C[C@H](C)[C@H](CN(C)C(=O)C2CCC2)O3)c1	x	-4	-0.3	-6	6.4	-1	25	-7
CCOCCc1nnc(NC(=O)c2cc(OC)c(OC)cc2[N+](=O)[O-])s1	3	0	0.3	x	0.8	x	3	3
CN(C)CCSc1nc2cc(S(=O)(=O)N3CCCCC3)ccc2o1	-4	3	0.1	-7	-0.4	-11	-2	-3
CC(=O)N(C)C[C@H]1Oc2cc(-c3cccc(F)c3)ccc2S(=O)(=O)N([C@@H](C)CO)C[C@@H]1C	4	-4	1.0	3	0.4	8	-5	-18
CCCC(=O)NC(=S)Nc1ccc(N2CCN(C(=O)c3cccs3)CC2)cc1	-1	-10	0.5	-7	-0.1	x	5	-7

Record cards (already shown). Screens in order: FN deposit inh | RAD52 anneal inh | Xi reactivation | RAD54 branch | E-sel inducer | esBAF inh | S100A4 MyoIIA | EWS-Fli block
Listed for CCOc1ccc(N2C(=O)CC(Cc3ccc(Br)cc3)C2=O)cc1 (configuration not stated) : 6 | -20 | -0.1 | -12 | x | 5 | -11 | 9
Listed for CCCC(=O)NC(=S)Nc1ccc(N2CCN(C(=O)c3cccs3)CC2)cc1 : -1 | -10 | 0.5 | -7 | -0.1 | x | 5 | -7
Listed for CCOCCc1nnc(NC(=O)c2cc(OC)c(OC)cc2[N+](=O)[O-])s1 : 3 | 0 | 0.3 | x | 0.8 | x | 3 | 3
Listed for CN(C)CCSc1nc2cc(S(=O)(=O)N3CCCCC3)ccc2o1 : -4 | 3 | 0.1 | -7 | -0.4 | -11 | -2 | -3
Listed for Cc1noc(C)c1S(=O)(=O)Nc1ccc2c(c1)C(=O)N([C@H](C)CO)C[C@H](C)[C@H](CN(C)C(=O)Nc1ccccc1)OCCCC[C@H](C)O2 : -7 | 19 | 0.1 | -5 | -0.1 | 0 | -16 | -1

Further compounds:
SMILES	FN deposit inh	RAD52 anneal inh	Xi reactivation	RAD54 branch	E-sel inducer	esBAF inh	S100A4 MyoIIA	EWS-Fli block
CCCCNC(=O)/C(C#N)=C/c1cccnc1	6	-4	0.0	x	x	x	-4	-17
COc1ccc(C(=O)NCc2ccc(S(N)(=O)=O)cc2)cc1[N+](=O)[O-]	6	-3	0.0	x	-0.1	x	-5	11
COc1cc2cc(Oc3ccc4ccc(=O)oc4c3)c(=O)oc2cc1OC(C)=O	x	-5	x	16	x	4	-4	-2
CN1CCN(C(=O)C[C@H]2CC[C@@H]3[C@H](COC[C@@H](O)CN3C(=O)C3CC3)O2)CC1	7	5	0.2	0	0.1	-1	-6	-2
COc1ccccc1OC(C)C(=O)Nc1ccc(S(=O)(=O)Nc2nccs2)cc1 (configuration not stated)	0	3	0.0	-1	0.4	x	4	7
CN(Cc1c(C(=O)N/N=C/c2ccc(O)cc2)nnn1-c1nonc1N)c1ccccc1	-1	-7	0.0	3	8.5	3	2	x
CN(c1ccc(F)cc1)S(=O)(=O)c1ccc(Cl)c(C(=O)NCc2ccco2)c1	-4	-12	-0.1	-1	0.3	-6	-3	-3
Cc1ccnc(NC(NC(=O)C(C)C)(C(F)(F)F)C(F)(F)F)c1	-4	-5	0.9	x	136*	x	-2	13
Cc1ccc(-c2cc(C(F)F)nc(N3CCOCC3)n2)cc1	-9	-5	0.2	x	-2.2	x	0	-6
CSc1ccc(C(=O)N2CCC(CCC(=O)NCc3ccc(F)cc3)CC2)cc1	0	9	0.0	1	x	-4	-2	x
O=C(NNC(=O)c1ccccc1Cl)c1cc2cc(OC(F)(F)F)ccc2[nH]1	6	-8	0.0	x	0.2	-11	-2	2
CCOc1ccc(CCNS(=O)(=O)c2cc3c(cc2C)NC(=O)CO3)cc1OCC	-1	-17	0.0	10	1.1	-8	-1	1
O=C(Cn1c(=O)c2cccn2c2ccccc21)NCCc1ccccc1	3	-9	0.0	5	x	1	-2	x
CO[C@@H]1CN(C)C(=O)c2cc(NC(=O)NC(C)C)ccc2OC[C@H](C)N(C(=O)NC(C)C)C[C@H]1C	10	7	0.5	2	-0.2	2	0	-1
Nc1nc2cc3ccccc3cc2[nH]c1=O	-2	-17	-0.1	-25	x	5	-2	-9
OC(c1ccc(F)cc1)c1ncc(-c2ccccc2Cl)[nH]1 (configuration not stated)	-1	-8	0.1	-3	-0.1	38	5	-67
COc1ccc(NC(=O)N(C)C[C@H]2Oc3ccc(NC(=O)CCC(F)(F)F)cc3C(=O)N([C@@H](C)CO)C[C@@H]2C)cc1	x	-11	0.1	-5	-0.8	0	-16	-1
CCOC(=O)[C@]12CCCC=C1N(Cc1ccco1)C(=O)[C@H](CC(=O)N1CCCCC1)C2	-6	-9	0.2	x	x	x	-2	-6
Cc1ccc2oc(=O)c3cnn(CC(=O)NCCc4ccsc4)c3c2c1	-4	-12	-0.1	12	2.1	8	-4	-14
CC(C)c1nc(N2CCN(C(=O)c3ccco3)CC2)c(C#N)c2c1COC(C)(C)C2	-6	3	0.0	-4	x	2	6	x
Cc1nc(CCNC(=O)C2CCC(=O)N(CCc3cccc(F)c3)C2)sc1C (configuration not stated)	2	-13	0.3	12	x	-8	-13	3
C[C@@H]1CN([C@H](C)CO)S(=O)(=O)c2ccc(C#CC3CC3)cc2O[C@@H]1CN(C)Cc1ccccc1	x	-10	-0.6	3	1.2	-6	8	2
CN(C)c1cccc(Nc2ccc(-c3ccc(OC(F)(F)F)cc3)cn2)c1	1	-21	-0.2	8	0.1	-7	-7	-11
COc1ccccc1N1CCN(C(=O)CCCCCn2c(=S)[nH]c3cc4c(cc3c2=O)OCO4)CC1	2	3	0.0	0	9.7	-2	-2	9
Cc1cc(C)cc(NC(=S)NCc2ccncc2)c1	x	-28	0.0	x	x	x	1	2
C[C@@H]1CN([C@@H](C)CO)C(=O)CCCn2cc(nn2)CO[C@@H]1CN(C)Cc1ccccc1C(F)(F)F	-8	x	-0.1	x	0.2	1	x	0
